High-throughput results deposited in PubChem BioAssay by several laboratories.
MMP-13 inhibitor: blocks human MMP13 activity; inhibition, % at 4 µM; P45452; MMP-13 fTHP FRET cleavage, Mca fluorescence; 65,000 tested, 0.07% active;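 active = inhibition above the mean of compound-free control plate wells plus 3 SD, cut at about 14% in these data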;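 note: 0% = DMSO wells and 100% = wells with reference MMP-13 inhibitor after basal subtraction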
NADH coupling: inhibitors of enzymes used to reach an NAD/NADH endpoint | AID 774 | IC50, µM (doses to about 10 µM), without a hit: at the top dose inhibition | coupled PK/LDH NADH assays, four targets | 65,000 tested, 0.02% active;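 active = single-dose screening hits from any of four coupled enzyme assays that gave an IC50 when retested across doses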;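 note: the DPM-DC format reads NADH fluorescence rather than 340 nm absorbance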
SF1 activator: activators of human nuclear receptor SF-1; CHO-K1 Gal4-SF-1 LBD luciferase reporter; % increase over DMSO SF-1-specific signal; AID 522; 65,000 tested, 1.9% active; activation, % at 10 µM; Q13285;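 active = activation above the mean activation of all tested compounds plus 3 SD, cut at about 50% in these data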
Target sequence (Q13285 whole entry, looked up, the tested form may be a part): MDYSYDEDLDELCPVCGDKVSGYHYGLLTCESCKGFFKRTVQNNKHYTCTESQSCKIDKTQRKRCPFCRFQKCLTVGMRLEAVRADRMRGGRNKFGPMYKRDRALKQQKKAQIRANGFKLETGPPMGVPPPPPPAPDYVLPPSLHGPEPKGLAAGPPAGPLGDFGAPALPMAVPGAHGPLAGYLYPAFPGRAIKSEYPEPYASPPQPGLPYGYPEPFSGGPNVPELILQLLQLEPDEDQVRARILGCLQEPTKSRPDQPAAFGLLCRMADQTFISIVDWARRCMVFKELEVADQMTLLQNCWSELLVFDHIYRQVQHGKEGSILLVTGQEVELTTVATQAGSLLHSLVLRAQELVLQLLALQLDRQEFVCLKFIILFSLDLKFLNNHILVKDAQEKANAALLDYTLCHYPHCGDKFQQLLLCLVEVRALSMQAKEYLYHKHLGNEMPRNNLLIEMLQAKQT
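Test system: transient Gal4-SF-1 LBD reporter, CHO-K1; Amount: 4,000 CHO-K1 cells per well; Doses: 10 µM only; Timing: compound exposure 20 h at 37 °C; Signal: luciferase light emission; Read-out basis: percent activation relative to DMSO median and mock-transfected background; Control set: DMSO negative control and −SF1 background wells; Replicates: one test per compound.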
5HT1E ag: 5-HT1E (human) receptor agonism; P28566; 65,000 tested, 0.69% active; CHO 5-HT1E Ga15 NFAT-bla reporter, FRET; 0% DMSO wells, 100% control agonist wells; activation, % at 6 µM; AID 574;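 active = activation above a set limit, the screen-wide mean activation plus 3 SD, cut at about 8.5% in these data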;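 note: 100% = positive control agonist at 1 µM giving full maximal response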
RORA act: RORA (human) activation | AID 560 | activation, % at 10 µM | CHO-K1 Gal4-RORA LBD luciferase reporter, luminescence; percent increase over mock-subtracted basal signal | P35398 | 65,000 tested, 1.5% active;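 active = activation above the mean of all tested compounds plus 3 SD, cut at about 49% in these data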;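 note: 0% = DMSO-treated RORA cells and 100% = added signal equal to DMSO minus mock-transfected cells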
5HT1a ag: activates the human 5-HT1a serotonin receptor | P08908 | CHO 5-HT1a Ga15 NFAT-bla reporter, FRET ratio; 0% basal, 100% maximal reference agonist | activation, % at 10 µM | 65,000 tested, 0.56% active;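 active = activation above the screen-wide mean activation plus 3 SD, cut at about 19% in these data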;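 note: 0% = DMSO wells and 100% = 5-CT at EC100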
Target sequence (P08908 whole entry, looked up): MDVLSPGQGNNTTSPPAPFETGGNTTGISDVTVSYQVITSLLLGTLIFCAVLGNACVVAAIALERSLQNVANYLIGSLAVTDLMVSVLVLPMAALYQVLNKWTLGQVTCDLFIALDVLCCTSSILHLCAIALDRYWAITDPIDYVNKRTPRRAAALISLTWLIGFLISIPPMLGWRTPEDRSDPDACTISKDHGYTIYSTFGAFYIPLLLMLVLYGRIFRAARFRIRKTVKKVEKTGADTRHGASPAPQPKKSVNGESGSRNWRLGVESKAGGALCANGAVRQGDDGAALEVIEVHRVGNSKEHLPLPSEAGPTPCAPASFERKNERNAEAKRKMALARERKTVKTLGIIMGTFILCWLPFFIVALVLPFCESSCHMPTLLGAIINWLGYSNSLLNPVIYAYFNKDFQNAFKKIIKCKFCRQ
Ecoli tolC: growth inhibitors of E. coli BW25113 tolC mutant; OD615; growth inhibition, % at 10 µM (by protocol); 65,000 tested, 2.2% active;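 active = growth inhibition at or above a cutoff equal to the mean over every tested compound plus 3 SD, cut at about 60% in these data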;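 note: growth measured after 20 h incubation at 37 °C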
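System: E. coli ΔtolC::kan strain BW25113; Buffer or medium: LB broth supplemented with 50 µg/mL kanamycin; Compound: 10 µM final, single dose; Incubation: bacterial growth with compound for 20 h at 37 °C; Signal: A615 absorbance measurement; Evaluation: growth inhibition in percent.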
HTR1E antagonist: antagonists of human 5-HT1E serotonin receptor. P28566. CHO 5-HT1E Ga15 NFAT-bla reporter, FRET, antagonist. inhibition, % at 6 µM. 65,000 tested, 0.99% active;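 active = inhibition above a set limit, the mean inhibition across every tested compound plus 3 SD, cut at about 29% in these data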;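 note: signal is the 460 over 535 nm emission ratio of beta-lactamase substrate; 0% = agonist plus DMSO wells and 100% = wells without agonist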
5-HT1A blocker: blocks the human serotonin 5-HT1a receptor. P08908. CHO 5-HT1a Ga15 NFAT-bla reporter, antagonist mode. inhibition, % at 10 µM. 62,000 tested, 0.68% active;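 active = inhibition above the mean of all tested compounds plus 3 SD, cut at about 43% in these data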;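 note: receptor stimulated by 5-CT agonist at 100 nM near EC80; beta-lactamase reporter measured by ratiometric fluorescence of a cleavable substrate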
* hit, by the source's call; . = no result given; [ ] = remark or other dose. Hits appear at their usual frequency; any-hit rate near 7.2%.

SMILES	MMP-13 inhibitor	NADH coupling	SF1 activator	5HT1E ag	RORA act	5HT1a ag	Ecoli tolC	HTR1E antagonist	5-HT1A blocker
Cc1ccc(-n2ncc3c(=O)n(-c4ccc(C)c(C)c4)c(C)nc32)cc1	0	5%	7	-0.3	0	0.8	-2	-7	3
N#CC1=C(N)SC(N)=C(C#N)C1c1c(Cl)cccc1Cl	-3	7%	6	-0.5	3	0.7	14	-8	22
Cc1ccc(C)c(N2CCN(C(=O)CC3Sc4ccccc4NC3=O)CC2)c1 (centres undefined)	2	3%	15	0.6	-8	-4.5	24	-4	0
O=C(NCc1cccnc1)c1noc2c1CCCCC2	2	4%	24	0.1	10	-0.7	-2	5	0
c1ccc(-c2onc3cc4c(cc23)OCCO4)cc1	-9	5%	28	-0.3	74*	-1.7	3	-8	-2
COc1ccc(Cl)cc1NC(=O)CCn1cnc2ccccc2c1=O	4	3%	-10	-0.8	-28	-3.6	4	-1	-5
CCCC1=C(C(=O)OCC)C(c2ccc(O)cc2)n2ncnc2N1 (centres undefined)	4	4%	-14	0.0	-1	-1.0	14	-9	3
Cn1c(=O)c2ncn(CC(=O)Nc3ccc4c5c(cccc35)CC4)c2n(C)c1=O	4	2%	-12	0.1	17	-0.3	41	-2	17
Cc1ccc(N=C(c2cccs2)N2CCOCC2)cc1	4	4%	-7	0.5	15	-4.4	-19	5	17
CCCC12CN(C(=O)c3ccc(OC)cc3)CC(C)(CN(C(=O)c3ccc(OC)cc3)C1)C2=O	-3	6%	2	0.6	1	0.9	1	-3	2
COc1cccc(C2=CC(c3ccccc3)n3ncnc3N2)c1 (centres undefined)	-1	6%	-6	-0.8	-11	-1.6	9	12	.
COc1ccccc1C(=O)Nc1cccc(N(C)S(C)(=O)=O)c1	3	0%	0	-0.4	-10	-5.1	-10	3	14
COc1cc2nc(C3CCC3)n(NC(=O)C3CCCC(OC)C3)c(=O)c2cc1OC (centres undefined)	-2	4%	12	0.7	36	-0.4	-11	-4	-13
CC(C)CCNC(=O)CN(C(=O)CCC(=O)Nc1ccccn1)c1ccc2c(c1)OCO2	1	6%	1	-0.8	18	-1.0	-22	0	2
C/C(=C1/SC(N2CCCC2)=NC1=O)c1ccc(Br)cc1	-5	7%	3	-1.2	26	0.0	25	-1	-8
O=C1Cn2c(nc3ccccc32)-c2ccccc2N1	0	6%	-4	1.9	30	-3.2	-1	-2	4
CC(=O)NCCC(Cc1ccccc1)c1ccco1 (centres undefined)	-3	.	5	0.5	4	-0.3	.	-7	-1
C=CCN=C(NC#N)SCC(=O)c1cccc(OC)c1	-5	6%	36	0.9	23	-0.3	11	0	8
COc1cccc(-c2nc(CSCC(=O)N3CCc4ccccc43)c(C)o2)c1	3	10%	2	0.2	-18	-1.5	1	-14	-3
Cc1csc(NC(=O)CSc2nnc(-c3ccncc3)n2C)n1	-6	9%	-6	1.8	-4	-3.6	.	-5	-10
Cc1cc(C(=O)N2CCN(c3ncccn3)CC2)c2cc(F)ccc2n1	-8	8%	-16	0.0	9	-3.1	-5	0	13
CC(C)OC(=O)CSc1nc2ncccc2[nH]1	2	5%	19	0.4	-17	-2.6	-24	-1	3
CCOC(=O)c1ccc(NC(=O)CSc2nc(SC)ns2)cc1	4	2%	3	-0.7	22	0.4	100*	3	0
CN1CCN(S(=O)(=O)c2ccc(-c3ccc(S(=O)(=O)N4CCN(C)CC4)cc3)cc2)CC1	-1	7%	-14	-1.0	9	0.2	-2	8	3
COC(=O)Cn1cc(C(=O)C2CC2)c2ccccc21	-1	0%	-4	-0.7	10	-2.5	-4	2	4
O=C(CSC1=NCCN1)NC12CC3CC(CC(C3)C1)C2	2	6%	39	-0.8	24	-1.0	7	9	6
CCCc1nn(C)c2c1C(c1cccnc1)C(C#N)=C(N)O2 (centres undefined)	-6	1%	13	0.3	-3	0.5	17	-7	.
O=C(NCC1CCCO1)c1ccc2c(c1)OCO2 (centres undefined)	-6	0%	0	-0.4	27	-2.4	-7	-8	2
COc1ccc(C(=O)Nc2ccc(OC)c(OC)c2)cc1	0	3%	32	-1.3	32	-4.8	-7	5	6
N#Cc1ccc2ccn(CC(=O)N3CCCc4ccccc43)c2c1	-14	7%	12	-0.4	10	-2.2	16	5	6
Cc1cc(NC(=O)C2CC(c3ccc(F)cc3)=NO2)n(-c2ccccc2)n1 (centres undefined)	-3	5%	2	0.1	-6	-2.2	-5	-2	-7
Cc1cc(C(=O)CN2C(=O)c3ccccc3S2(=O)=O)c(C)n1-c1ccccc1	-7	5%	41	-0.1	2	0.3	20	10	-4
CCOc1ccccc1NC(=O)CCC(=O)O	-2	10%	-18	-1.3	2	-2.3	-19	1	7
COc1ccc(S(=O)(=O)NCC(c2cccnc2)N2CCN(c3ccc(F)cc3)CC2)cc1C (centres undefined)	1	5%	-10	0.1	-21	-2.3	30	-8	-7
Cc1ccc(C2=Nc3ccccc3NC(C)(c3ccc(C)o3)C2)o1 (centres undefined)	-4	3%	106*	17*	53*	-0.9	26	21	49*
COCCn1cnnc1SCC(=O)c1ccc(S(=O)(=O)N2CCCC2)cc1	1	4%	9	0.5	13	-1.7	0	1	-2
Cc1ccc(S(=O)(=O)N(Cc2nccn2C)C(C)C)cc1	0	4%	-9	-0.3	-5	-1.9	-5	-3	-12
CN1/C(=C\C(=O)c2ccco2)c2ccccc2CC1(C)C	5	8%	-12	-0.2	14	0.6	4	-3	4
N#CC1=C(N)Oc2n[nH]c(-c3ccc(F)cc3)c2C1c1cccc(OC(=O)N2CCOCC2)c1 (centres undefined)	4	0%	-1	-0.4	-2	0.0	12	-7	1
CCN(CC)C(=O)C(C)N(C#N)c1nc(SC)nc(N(C)C)n1 (centres undefined)	-6	3%	-10	-0.5	-17	1.3	12	5	6
COc1ccccc1NC(=O)N1CCc2[nH]c3ccc(Cl)cc3c2C1	-4	5%	4	0.0	16	-3.3	-3	20	1
CCC(=O)N(Cc1cc2cc(OC)ccc2[nH]c1=O)c1ccc(C)cc1C	-29	10%	6	0.8	-15	1.0	9	-7	0
CC(C)(C)C1CCc2nc(NC(=O)Cc3cn4ccsc4n3)sc2C1 (centres undefined)	-2	3%	33	1.2	11	2.0	58	-22	-17
CC(=O)c1cccc(NC(=O)Nc2cccs2)c1	1	1%	-16	-1.5	0	0.5	0	-4	16
CC(Nc1cc(=O)n(C)c(=O)[nH]1)c1ccccc1 (centres undefined)	5	9%	4	-0.1	-12	-0.3	-3	-2	0

Three entries already listed, arranged by the value under 5-HT1A blocker, highest first.
smiles | MMP-13 inhibitor | NADH coupling | 5HT1E ag | 5HT1a ag | HTR1E antagonist | 5-HT1A blocker
CCCC1=C(C(=O)OCC)C(c2ccc(O)cc2)n2ncnc2N1 (centres undefined) | 4 | 4% | 0.0 | -1.0 | -9 | 3
CCOC(=O)c1ccc(NC(=O)CSc2nc(SC)ns2)cc1 | 4 | 2% | -0.7 | 0.4 | 3 | 0
COc1cc2nc(C3CCC3)n(NC(=O)C3CCCC(OC)C3)c(=O)c2cc1OC (centres undefined) | -2 | 4% | 0.7 | -0.4 | -4 | -13

New compounds follow
SMILES	MMP-13 inhibitor	NADH coupling	SF1 activator	5HT1E ag	RORA act	5HT1a ag	Ecoli tolC	HTR1E antagonist	5-HT1A blocker
O=c1n(-c2ccccc2)c(=O)n(Cc2ccccn2)n1Cc1ccccn1	6	2%	-3	0.9	1	-0.7	-6	-9	-8
CCOC(=O)CSc1nc(N)cc(=O)[nH]1	1	3%	-8	-0.8	8	-1.7	-16	14	6
c1cncc(-c2nnc(SCc3nc4ccccc4[nH]3)o2)c1	0	9%	-56	-0.2	-35	-0.8	5	-4	-2
CCOC(=O)C1=C(C)NC(=O)NC1c1c(O)ccc2ccccc12 (centres undefined)	2	4%	-8	1.3	18	0.4	5	2	-5
CCC(=O)Nc1ccc(S(=O)(=O)c2ccc(NC(=O)CC)cc2)cc1	0	1%	10	-0.3	1	-1.0	12	-8	0
c1cc(CSc2nnc(-c3ccc4c(c3)OCO4)o2)ccn1	-2	7%	23	0.5	36	-0.2	17	-12	-12
CC(C)(C)N(Cc1ccccc1)C(=O)c1ccc2c(c1)OCCO2	-2	2%	-17	-0.5	-15	2.0	51	-2	3
COc1ccc(C2N=C(Nc3ccc(C)cc3)Nc3nc(C)cc(=O)n32)cc1 (centres undefined)	-4	5%	15	-0.4	-3	0.4	0	-2	-14
CCOC(=O)Cn1nnnc1C(CC)N(Cc1cccs1)Cc1cc2ccc(OC)cc2[nH]c1=O (centres undefined)	2	7%	-13	0.3	-5	1.2	53	0	2
COC(=O)[C@@H]1C2CCC(C(=O)Nc3ccccc3)(CC2)[C@@H]1C(=O)OC	1	2%	7	-1.0	-14	-1.5	-22	-5	-8
O=C(NC1=NCCS1)C1CC(=O)N(c2ccccc2)C1 (centres undefined)	-16	7%	1	0.1	9	0.4	-11	10	10
COc1cc(-c2nc3oc4ccccc4c(=O)c3c(=O)n2Cc2ccco2)cc(OC)c1OC	-2	11%	13	1.2	31	1.8	15	-14	-10
CCc1ccccc1NC(=O)c1cnc2scc(C)n2c1=O	4	5%	40	0.9	16	0.3	-1	-10	-16
Cc1cccc(N(CC(=O)NC2CCCC2)C(=O)CCCC(=O)Nc2ccccn2)c1	-21	6%	4	-1.5	-12	-3.6	-9	15	5
O=C(Nc1ccc(N2CCN(Cc3ccccc3Cl)CC2)cc1)c1cccnc1	7	3%	2	0.4	-8	-0.5	4	15	18
C=CCNC(=O)CN(c1ccc(F)cc1)S(=O)(=O)c1ccc(OC)cc1	0	3%	-2	1.0	-19	-1.4	-6	-2	-13
CCc1c(O)nc(SCC(=O)N2CCCCC2)n(-c2ccccc2C)c1=O	1	11%	-2	0.4	-16	-1.3	7	0	2
O=C(c1cccc(Cl)c1)N1CCN(C(=O)c2ccccc2F)CC1	6	1%	-5	0.6	-10	1.8	0	-1	.
CC1CCN(CCCNC(=O)C2CCN(S(=O)(=O)N3CCCCC3)CC2)CC1	-7	3%	-4	-0.1	-24	-2.2	-7	8	-5
CN(C)CCNc1nc(-c2ccco2)c2c(c1C#N)CC(C)(C)OC2	-57	5%[fluoresces]	-9	2.7	-5	-1.5	-7	-6	.
CCC(=O)c1ccc(OCC(=O)N2CCc3cc(OC)c(OC)cc3C2)cc1	-2	2%	-6	-0.2	10	-0.3	11	24	13
COc1ccc(Br)cc1S(=O)(=O)N1CCOCC1	4	1%	-6	-0.5	14	0.1	-3	-11	-7
CCOc1ccc(OCC)c(S(=O)(=O)N2CCCCC2C)c1 (centres undefined)	-4	4%	-2	-1.0	-3	-2.7	27	1	8
O=C(Nn1cnnc1)c1csc2ccccc12	1	7%	-9	0.2	-3	-2.3	9	1	7
O=S(=O)(c1cccs1)N1CCN(C/C=C/c2ccccc2)CC1	4	3%	11	0.1	7	-3.5	22	12	7
CCOc1ccc(CCNC(=O)CCn2cccc2)cc1OCC	2	3%	-3	-0.2	-13	-1.6	-10	-3	-4
COc1ccc(-n2c(SCC(=O)Nc3nccs3)nc3c(c2=O)SCC3)cc1	-8	0%	40	0.9	12	2.9	-4	12	-31
